Assay outcomes as filed in PubChem BioAssay.
E-sel TNF inh – blocks E-selectin expression induced by TNF alpha | HUVEC TNFa-induced E-selectin immunofluorescence, high content | inhibition, % at 2 µM | 120,000 compounds, 0.71% hits;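 active means inhibition above the batch mean plus 3 SD, and confirmed as a hit on visual image review, cut at about 43% in these data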;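 further: 0% = TNF-stimulated DMSO wells and 100% = unstimulated control wells; not every result past the cut was called active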
Yeast life ext – yeast lifespan extension; S. cerevisiae growth with nicotinamide, OD615; deaD strain in restrictive glucose medium; inhibition of the nicotinamide effect, % at 10 µM; 130,000 compounds, 0.68% hits;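 active means inhibition above a set limit, placed 3 SD over the median of all compounds, cut at about 26% in these data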;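 further: 0% = nicotinamide-treated wells and 100% = cells grown without nicotinamide; some compounds called inactive have numbers as strong as hits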
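Test system – modified budding yeast, DeaD strain · Compound – single dose 10 µM compound, 0.25% DMSO · Times – culture preincubation 4 h, compound exposure 48 h, both 30 °C · Detection – optical density (absorbance) at 615 nm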
Measles CPE – protection of cells from measles virus; Measles virus-infected cells, CPE protection, absorbance; protection (pct of control), % at 4 µM; 140,000 compounds, 1.5% hits; in the data active means protection mostly above about 24%, no sharp cut-off; inactive means mostly below about 26%; further: some compounds called inactive have numbers as strong as hits
BB579 growth dn – yeast BB579 growth reduction in restrictive medium; inhibition, % at 10 µM; S. cerevisiae BB579 growth, OD615, 48 h; 140,000 compounds, 0.51% hits; AID 804;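 active means inhibition above a set limit, 3 SD over the mean compound inhibition, cut at about 44% in these data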; further: inactives centre near -24
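Test system: S. cerevisiae DeaD strain BB579 yeast; Medium: restrictive CSMM-D medium; Compound: one dose, 10 µM compound with 0.25% DMSO; Incubation: 4 h cell preincubation, 48 h compound exposure, 30 °C humidified; Signal: OD at 615 nm; Benchmarks: amphotericin B at 10 µg/mL as positive control.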
bCat KO growth – beta-catenin-lacking colon tumor cell growth suppression; HCT116 beta-catenin knockout viability, CellTiter-Glo, 60 h; stronger effect = lower value; viability, % at 10 µM; 140,000 compounds, 1.5% hits; AID 818;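 active means viability at or under a set limit, the compound median less 4 SD, cut at about 6% in these data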;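 further: 0% = Hyamine 1622 control at 20 µM and 100% = untreated cell control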
Phagocytosis inh – inhibitors of macrophage phagocytosis | J774A.1 macrophage IgG-bead phagocytosis, imaging | inhibition, % at 5 µM | 110,000 compounds, 0.07% hits;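 active means inhibition above the mean of the plate negative controls plus 5 SD, cut at about 13% in these data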;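 further: phagocytic index as fraction of beads internalized from green versus red external bead signal; plate controls were DMSO negative control for no effect and cytochalasin-D positive control for full effect; some results beyond the cut were filed as inactive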
NPY-Y2 antag – antagonists of human neuropeptide Y receptor Y2; AID 793; inhibition, % at 2.7 µM; NPY-Y2 expressing cells, antagonist mode; 140,000 compounds, 0.99% hits; P49146; in the data active means inhibition above about 17%;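 further: 0% = vehicle with agonist challenge and 100% = reference antagonist with challenge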
Target sequence (P49146 whole entry, looked up): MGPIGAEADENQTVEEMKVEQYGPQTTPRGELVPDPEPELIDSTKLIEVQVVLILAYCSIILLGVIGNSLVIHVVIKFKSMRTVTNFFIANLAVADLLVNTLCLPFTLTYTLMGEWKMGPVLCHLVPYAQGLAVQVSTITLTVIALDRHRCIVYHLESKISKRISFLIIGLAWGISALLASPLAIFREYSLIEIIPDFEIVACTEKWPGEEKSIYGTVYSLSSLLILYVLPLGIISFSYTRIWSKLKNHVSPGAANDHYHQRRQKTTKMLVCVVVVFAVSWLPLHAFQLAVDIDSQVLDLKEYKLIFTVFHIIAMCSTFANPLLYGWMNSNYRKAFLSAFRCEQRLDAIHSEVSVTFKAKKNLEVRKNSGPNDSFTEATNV
MRP-1 activ – activators of MRP-1 | H69AR cells + doxorubicin, viability rescue, CellTiter-Glo | viability increase, % at 10 µM | 140,000 compounds, 0.61% hits;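 active means viability gain under doxorubicin at or above a set limit, the compound median plus 3 SD, cut at about 4.7% in these data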;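 further: MRP-1 overexpressing cells given doxorubicin 25 µM after compound pretreatment; 18-22 h compound pretreatment then 72 h with doxorubicin before readout; 0% = doxorubicin-only wells and 100% = vehicle-treated cells without doxorubicin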
PTEN del growth – growth suppressors of cells with PTEN tumor suppressor deletion; 140,000 compounds, 1.2% hits; AID 827; viability, % at 10 µM; HCT116 PTEN-null viability, CellTiter-Glo, 60 h; stronger effect = lower value;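 active means viability at or below a set limit, 4 SD under the median of all tested compounds, cut at about 3.7% in these data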;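 further: PTEN knockout HCT116 line with beta catenin targeted HCT116 as companion control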
GALR2 blocker – GALR2 (human) receptor antagonism; O43603; 140,000 compounds, 0.39% hits; AID 828; inhibition, % at 4 µM; GALR2-expressing cells, antagonist mode; in the data active means inhibition above about 27%;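 further: cells stimulated with galanin 1-16 at roughly its EC80; 0% = agonist challenge control and 100% = basal control without agonist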
Target sequence (O43603 whole entry, looked up): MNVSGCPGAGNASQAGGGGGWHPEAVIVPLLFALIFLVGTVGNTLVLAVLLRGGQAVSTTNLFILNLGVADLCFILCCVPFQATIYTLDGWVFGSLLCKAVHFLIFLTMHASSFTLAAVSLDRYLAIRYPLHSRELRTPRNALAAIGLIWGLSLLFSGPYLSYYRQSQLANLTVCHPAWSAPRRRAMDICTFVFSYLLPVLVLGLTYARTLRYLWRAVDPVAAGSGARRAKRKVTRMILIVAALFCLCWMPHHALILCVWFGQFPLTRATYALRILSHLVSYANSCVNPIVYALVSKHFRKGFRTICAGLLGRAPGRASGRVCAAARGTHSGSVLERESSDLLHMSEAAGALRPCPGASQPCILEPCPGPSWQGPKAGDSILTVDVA
* hit, by the source's call; . = not tested or not shown.

# | Compound | Phagocytosis inh | Yeast life ext | GALR2 blocker | Measles CPE | MRP-1 activ | E-sel TNF inh | bCat KO growth | NPY-Y2 antag | BB579 growth dn | PTEN del growth
1 | C=CCNC(=O)Nc1ccc(OCC)cc1 | -1 | -14 | 6 | 4 | -2.0 | -9 | 112 | 2 | 14 | 102
2 | O=C(NC1CCN(Cc2ccccc2)CC1)C1CCCN(c2nnc(-n3cccc3)s2)C1 (stereo unspecified) | 0 | -7 | 11 | 2 | -3.5 | -25 | 70 | 3 | -16 | 75
3 | Cc1onc(C(=O)N2CCN(c3ccccc3F)CC2)c1-c1ccccc1Cl | 7 | 3 | -17 | 9 | -1.1 | . | 77 | 3 | 14 | 72
4 | CCSc1cc(C2C(C#N)=C(N)OC(C)=C2C(=O)OC)c(C)o1 (stereo unspecified) | 2 | -5 | 10 | 0 | -3.0 | -1 | 96 | 4 | -7 | 107
5 | O=C(NCc1ccc(F)cc1)c1ccc(S(=O)(=O)Nc2cccc(C(F)(F)F)c2)cc1 | . | 4 | -4 | 6 | -2.8 | . | 82 | -1 | -22 | 76
6 | CCC(C)NC(=O)CN(c1ccc2c(c1)OCO2)S(=O)(=O)c1c(C)n[nH]c1C (stereo unspecified) | -1 | -5 | -3 | 10 | -0.6 | -9 | 91 | -2 | 21 | 89
7 | Cc1ccc(/C=N/NC(=S)NC2CCS(=O)(=O)C2)cc1 (stereo unspecified) | -1 | -4 | -10 | 20 | -0.5 | -30 | 101 | 1 | -11 | 98
8 | Cc1ccc(S(=O)(=O)Oc2ccc(C)cc2/C=N/N=C2\NC(=O)C(C)S2)cc1 (stereo unspecified) | . | -2 | -9 | 9 | -3.9 | 1 | 92 | 3 | -42 | 88
9 | c1cnc2c(c1)ccc1cccnc12 | . | -9 | 36* | 8 | -3.1 | . | 6.0* | 2 | 99* | 5
10 | COc1ccc(OC)c2sc(NC(=O)c3ccc(S(=O)(=O)N(C)C)cc3)nc12 | 0 | 1 | -12 | 15 | -2.7 | -4 | 88 | -4 | -29 | 91
11 | COc1ccccc1-n1cnnc1SCC(=O)Nc1nc(C)c(Cl)cc1Cl | 0 | -8 | 11 | 3 | 0.0 | 6 | 96 | 1 | -6 | 97
12 | CCN(CC)c1ccc(N2C(=O)/C(=C\c3cccs3)SC2=S)cc1 | . | 1 | -1 | 14 | -0.7 | 12 | 98 | 0 | -66 | 112
13 | Cn1c(=O)cc(OCC(=O)Nc2ccccn2)c2ccccc21 | 2 | 22 | 3 | 6 | -0.8 | 12 | 101 | -1 | -84 | 102
14 | COc1ccc(Cl)cc1-n1c(C)cc(C(=O)OCC(=O)N2CC(=O)Nc3ccccc32)c1C | -12 | 6 | -5 | 24 | 1.7 | . | 69 | 0 | -31 | 64
15 | CCn1c(NCc2cc(OC)ccc2OC)nc2ccccc21 | 0 | -2 | 0 | 18 | -1.0 | 18 | 88 | 10 | -38 | 85
16 | CCOC(=O)c1ccc2c(c1)nc(SCC(=O)N1CCCCC1)n2CC | -1 | -9 | 3 | 5 | -1.1 | -5 | 87 | 4 | -26 | 97
17 | Cc1cccc(OCC(O)CN2C(C)(C)CC(O)CC2(C)C)c1 (stereo unspecified) | 2 | 0 | 2 | 8 | -1.3 | -16 | 92 | 4 | -39 | 94
18 | Cc1ccc(-c2noc(CCCN3C(=O)c4ccccc4C3=O)n2)cc1 | -4 | -1 | 9 | 12 | -3.0 | -3 | 98 | 11 | -20 | 103
19 | COc1cc(S(=O)(=O)N2CCCCC2)ccc1NC=O | 6 | -11 | -10 | 2 | -1.5 | 5 | 92 | 1 | -5 | 90
20 | Clc1cccc(Nc2c3c(nc4ncnn24)CCC3)c1 | 1 | -9 | 4 | 6 | -0.6 | -3 | 83 | 3 | -26 | 88
21 | CC(NC(=O)C1CCCN(S(=O)(=O)c2cnc[nH]2)C1)c1ccccc1 (stereo unspecified) | 0 | -8 | 0 | 8 | -1.6 | . | 101 | 2 | -22 | 102
22 | C#CCn1c(=NC(=O)c2ccc(Cl)s2)sc2cccc(OC)c21 | 0 | -8 | -7 | 22 | -6.1 | 25 | 4.4* | 7 | -30 | 5
23 | O=C(c1csc2c1CCCC2)N1CCN(c2ccccc2)CC1 | -1 | -4 | -7 | 6 | -0.8 | -2 | 68 | -2 | -21 | 73
24 | COC(=O)c1ccccc1NC(=O)Nc1cc(C)cc(C)n1 | 1 | -4 | -5 | 8 | 1.1 | 9 | 99 | 1 | -88 | 110
25 | O=C(c1ccccc1)N(c1ccccc1)C1C=CS(=O)(=O)C1 (stereo unspecified) | 0 | -3 | 5 | 6 | -0.8 | -18 | 87 | 3 | -2 | 102
26 | O=C(/C=C/c1ccco1)Nc1ccccn1 | 2 | -7 | -4 | 16 | -2.7 | . | 20 | 2 | 2 | 27
27 | Cc1ccc(CNC(=O)/C=C/c2c(Cl)cccc2Cl)cc1 | -3 | 12 | 4 | 4 | -4.9 | 33 | 56 | 2 | -44 | 59
28 | COc1cc(OC)c(C(=O)Nc2ccc(S(=O)(=O)Nc3ncccn3)cc2)cc1OC | -3 | -11 | -9 | 4 | -0.9 | -12 | 93 | 0 | -13 | 93
29 | COCCn1nnnc1C(c1cccs1)N1CCN(c2nc3ccccc3s2)CC1 (stereo unspecified) | 0 | -4 | 1 | 15 | -0.6 | -11 | 80 | 8 | -31 | 66
30 | CCN(CCCNC(=O)CCn1c(=O)[nH]c2ccccc2c1=O)c1ccccc1 | -1 | -8 | -5 | 4 | -0.8 | . | 84 | 3 | -20 | 96

Structures listed above shown as hits in GALR2 blocker.
no.	SMILES	Phagocytosis inh	Yeast life ext	GALR2 blocker	Measles CPE	E-sel TNF inh	NPY-Y2 antag	BB579 growth dn
9	c1cnc2c(c1)ccc1cccnc12	.	-9	36*	8	.	2	99*

Other records follow.
# | Compound | Phagocytosis inh | Yeast life ext | GALR2 blocker | Measles CPE | MRP-1 activ | E-sel TNF inh | bCat KO growth | NPY-Y2 antag | BB579 growth dn | PTEN del growth
31 | CC(C(=O)Nc1ccc(F)c(F)c1F)N(C)CC(=O)Nc1ccccc1Br (stereo unspecified) | -3 | 4 | -9 | 19 | -2.5 | 36 | 86 | 2 | -22 | 83
32 | COc1ccc(N2CCN(Cc3nc(-c4ccc(Cl)cc4Cl)no3)CC2)cc1 | . | . | -3 | 3 | -0.3 | 8 | 81 | 11 | -62 | 93
33 | C=CCn1c(COc2cccc(C)c2C)nnc1SCC(=O)N1CCN(c2ccccc2)CC1 | -3 | -1 | -16 | 25 | 0.1 | 68* | 24 | 1 | -46 | 27
34 | CCCC(=O)NC(=S)Nc1ccccc1N1CCOCC1 | -2 | 3 | -5 | 6 | -2.8 | . | 93 | 0 | -13 | 89
35 | CC(C)(C)c1ccccc1OCCOCCNCc1ccccc1 | -2 | 0 | 3 | 4 | -1.7 | 7 | 57 | 5 | -11 | 67
36 | Cc1cccc(C)c1NC(=O)C(c1cccc([N+](=O)[O-])c1)N(C)C(=O)c1ccccn1 (stereo unspecified) | -11 | 3 | 0 | 17 | -1.5 | -10 | 88 | 3 | -7 | 84
37 | COc1ccc(/C(O)=C/c2nc3ccc(C(=O)NCCc4cccc(C)c4)cc3[nH]c2=O)cc1OC | -9 | 3 | 6 | 14 | -6.0 | . | 2.0* | 0 | -29 | 1.5*
38 | COC(=O)c1cn(NC(=O)c2ccncc2)c(=O)c2ccccc12 | 4 | -5 | 22 | 2 | -0.8 | 4 | 104 | 3 | -18 | 95
39 | COc1ccc(C(=O)Nc2nc(C)c3cc4c(cc3n2)OCO4)cc1 | -11 | 1 | 9 | . | -1.6 | . | 82 | 1 | -13 | 86
40 | O=C(NC1CCCCC1)C1CCN(c2nnnn2-c2ccccc2)CC1 | . | -5 | -4 | 26 | -0.8 | -5 | 95 | 2 | 19 | 91
41 | Cc1occc1C(=O)NNS(=O)(=O)c1ccc(Cl)cc1 | 2 | 4 | 1 | 14 | -0.6 | . | 92 | 1 | -33 | 96
42 | C=CCn1c(=O)/c(=C/c2ccc(F)cc2)s/c1=C(\C#N)c1nnc2n1CCCCC2 | 1 | 8 | 11 | 8 | -4.8 | -15 | 57 | -1 | -31 | 52
43 | CCOC(=O)c1[nH]c2ccccc2c1NC(=O)c1nonc1C | -2 | -11 | 25 | 38 | -3.6 | . | 91 | -1 | -56 | 78
44 | Cc1cc(NC(=O)c2ccc(N3C(=O)CCC3=O)cc2)no1 | 0 | -4 | -8 | 6 | -0.9 | 6 | 93 | -4 | -42 | 105
45 | Cc1ccc(S(=O)(=O)NCCSc2nnnn2-c2ccc(C(N)=O)cc2)cc1 | -1 | -8 | 12 | 16 | -2.1 | -32 | 95 | -1 | 6 | 98
46 | OCCN1CCN(CCSc2ccccc2)CC1 | 1 | -15 | -1 | 6 | 2.1 | -25 | 98 | 0 | -5 | 99
47 | COc1ccc(CCNC(=S)Nc2ccccc2C)cc1 | 0 | -25 | -4 | 6 | -3.6 | -17 | 79 | 2 | 14 | 82
48 | CC(C)CCNC(=O)[C@H](CC(C)C)NC(=O)[C@H]1O[C@@H]1C(=O)O | . | 10 | 1 | 72 | 0.5 | . | 93 | 4 | -59 | 100
49 | C=CCn1c(SCC(=O)Nc2ccc(C(=O)OC(C)C)cc2)nnc1-c1cccs1 | 5 | -9 | 6 | 5 | -3.1 | -14 | 96 | 6 | -6 | 74

Among those listed so far, 7 have an aryl thioether with sulfur outside any ring.
# | Compound | Phagocytosis inh | Yeast life ext | GALR2 blocker | Measles CPE | MRP-1 activ | E-sel TNF inh | bCat KO growth | NPY-Y2 antag | BB579 growth dn | PTEN del growth
4 | CCSc1cc(C2C(C#N)=C(N)OC(C)=C2C(=O)OC)c(C)o1 (stereo unspecified) | 2 | -5 | 10 | 0 | -3.0 | -1 | 96 | 4 | -7 | 107
11 | COc1ccccc1-n1cnnc1SCC(=O)Nc1nc(C)c(Cl)cc1Cl | 0 | -8 | 11 | 3 | 0.0 | 6 | 96 | 1 | -6 | 97
16 | CCOC(=O)c1ccc2c(c1)nc(SCC(=O)N1CCCCC1)n2CC | -1 | -9 | 3 | 5 | -1.1 | -5 | 87 | 4 | -26 | 97
33 | C=CCn1c(COc2cccc(C)c2C)nnc1SCC(=O)N1CCN(c2ccccc2)CC1 | -3 | -1 | -16 | 25 | 0.1 | 68* | 24 | 1 | -46 | 27
45 | Cc1ccc(S(=O)(=O)NCCSc2nnnn2-c2ccc(C(N)=O)cc2)cc1 | -1 | -8 | 12 | 16 | -2.1 | -32 | 95 | -1 | 6 | 98
46 | OCCN1CCN(CCSc2ccccc2)CC1 | 1 | -15 | -1 | 6 | 2.1 | -25 | 98 | 0 | -5 | 99
49 | C=CCn1c(SCC(=O)Nc2ccc(C(=O)OC(C)C)cc2)nnc1-c1cccs1 | 5 | -9 | 6 | 5 | -3.1 | -14 | 96 | 6 | -6 | 74
